NCI-60 one-dose screen, 48 h, at 10 µM unless noted. Numbers give growth in % (100 = growth as untreated, 0 = no growth, -100 = all killed).
MDA-MB-231 – MDA-MB-231 breast cancer | actives 5% (n = 81,000)
MCF7 – MCF7 breast cancer. actives 6.3% (n = 82,000)
T-47D – T-47D breast cancer; actives 5% (n = 79,000)
MOLT-4 – MOLT-4 leukemia cells. actives 6.9% (n = 80,000)
K-562 – K-562 leukemia; actives 7.4% (n = 78,000)
MDA-MB-468 – MDA-MB-468 breast cancer | AID 2202374 | actives 8.5% (n = 78,000)
SR – SR leukemia cells | actives 8.7% (n = 73,000) | AID 1794780
BT-549 – BT-549 breast cancer; actives 4.4% (n = 78,000)
Starred values were filed as active, the others as inactive; . = no result given; & = joins results of further samples; [ ] = another dose, or the depositor's remark. Rule for the calls: active = growth percent below 10; inactive = the rest.

Molecule	SR	K-562	T-47D	MCF7	MDA-MB-468	BT-549	MDA-MB-231	MOLT-4
N#Cc1c(-c2ccccc2)nc(N2CCOCC2)[nH]c1=O	92	107	94	98	96	90	106	70
O=c1c2cnn(-c3ccccc3)c2n2c(-c3ccc(Cl)cc3)nnc2n1-c1ccccc1	90	102	101	100	112	98	96	103
Nc1nonc1-n1nnc(C(=O)N2CCCC2)c1-c1ccccc1	94	94	96	86	73	115	101	89
O=S(=O)(Cc1ccc(CS(=O)(=O)c2ccc(Cl)cc2)cc1)c1ccc(Cl)cc1	111	102	110	108	102	104	107	103
CC(=O)N1N=C(c2ccc(OCC(=O)c3ccc(C)cc3)cc2)CC1c1ccc(F)cc1 (stereo not drawn)	78	55	48	73	61	84	83	69
O=C(CSc1nnc(CN2CCN(c3cc4c(cc3F)c(=O)c(C(=O)O)cn4C3CC3)CC2)o1)c1cccc(Br)c1	87	80	67	61	90	91	75	92
Cc1c(-c2nnc(-c3ccccc3O)o2)nnn1-c1ccc([N+](=O)[O-])cc1	93	90	92	88	110	87	89	96
CN1C(=O)N(C)C2Nn3c(s/c(=C\c4ccc(Cl)cc4Cl)c3=O)=NC21 (stereo not drawn)	36	19	70	45	59	94	56	64
CN(C)c1ccc(/C=C(\C#N)c2nc3ccccc3s2)cc1	87	119	89	89	.	73	106	96
OC(c1ccc(Cl)cc1)(c1ccc(Cl)cc1)C(F)(F)Cl	98	85	90	96	96	101	98	89
COC(=O)c1nc(=S)[nH]c(C(=O)OC)c1C(=O)c1ccc([N+](=O)[O-])cc1	97	103	124	91	98	99	101	108
CCN(CC)CC(C)(C)C(=O)/C=C/c1ccc(Cl)c(Cl)c1	10	1.0*	-11*	-14*	.	16	-49*	2.2*
c1ccc([P+](c2ccccc2)(c2ccccc2)c2ccc3c4ccc([P+](c5ccccc5)(c5ccccc5)c5ccccc5)c5cccc(c6cccc2c63)c54)cc1	15	12	24	16	-11*	-1.3*	9.4*	23
O=C(Nc1ccc(Oc2ccc(NC(=O)Nc3ccc([N+](=O)[O-])cc3)cc2)cc1)Nc1ccc([N+](=O)[O-])cc1	-3.7*	-4.5*	1.5*	-7.4*	-3.8*	-21*	35	-26*
COc1ccc(/C=N/NC(=O)c2ccc(-n3cc(-c4ccccc4)nn3)cc2)cc1OC	111	93	98	75	101	93	103	96
COc1cc(C2=Nc3c(N)ncnc3NC(c3sc(Cl)nc3Cl)C2)cc(OC)c1OC (stereo not drawn)	79	84	84	74	60	96	59	97
CCn1cc(C(=O)NNC(=O)Nc2c(Cl)cccc2Cl)c(=O)c2ccc(C)nc21	91	97	92	89	103	93	79	100
CCOc1ccc(-n2c(-c3cc(OC)c(OC)c(OC)c3)nnc2-c2ccc(OC)cc2N)cc1	19	70	43	41	1.8*	84	83	37
O=[N+]([O-])c1ccc(-c2cc3c(Nc4ccc(OCc5cccc(F)c5)c(Cl)c4)ncnc3s2)cc1	69	.	77	79	60	103	88	66
CC(C)(O)C#CC#CC(C)(C)O	98	94	.	101	98	94	105	91
O=C(c1ccc([N+](=O)[O-])c([N+](=O)[O-])c1O)n1[nH]c(=O)c2ccccc2c1=O	.	13	50	31	0.1*	51	.	36
COc1ccc(/C=C\C(=O)c2ccc(Cl)cc2)cc1OC	17	66	79	35	99	91	100	86
Cc1ccc(C2=C(C#N)C3(C(=O)N(C)c4ccccc43)c3c(-c4ccccc4)nn(-c4ccccc4)c3N2)cc1 (stereo not drawn)	83	81	95	87	97	69	89	105
O=C1c2ccccc2-c2cccc3c(-c4ccc5c6c(cccc46)-c4ccccc4C5=O)ccc1c23	92	102	90	.	96	97	96	82
CC(C)C(NC=O)C(=O)O (stereo not drawn)	87	110	101	97	101	98	122	83
O=C(N/N=C/c1cccc([N+](=O)[O-])c1)c1ccc(Br)o1	134	.	83	78	.	103	115	132
Cc1nnc(NC/C=C/c2ccccc2)s1	113	94&88	101&92	96&99	92&106	113&98	120&105	111&93
NC(=O)NCCCC(N)C(=O)O (stereo not drawn)	84	98	88	101	107	96	104	89
O=C(c1ccc(Nc2nccc(NCCCNc3ccnc4cc(Cl)ccc34)n2)cc1)N1CCCCC1	-2.3*	19	54	23	29	65	36	25
CC/C=C\C[C@H]1CC=C2C(=O)C=C[C@@H]2CC=CCCCC(=O)O[C@@H](CCCCC)CC=C2C(=O)C=C[C@@H]2CC=CCCCC(=O)O[C@@H](CCCCC)CC=C2C(=O)C=C[C@@H]2CC=CCCCC(=O)O[C@@H](CCCCC)CC=C2C(=O)C=C[C@@H]2CC=CCCCC(=O)O1	2.8*[7.9 µM]	7.5*[7.9 µM]	29[7.9 µM]	20[7.9 µM]	30[7.9 µM]	-17*[7.9 µM]	-11*[7.9 µM]	4.0*[7.9 µM]

Looked up by structure from above:
Molecule	SR	K-562	T-47D	MCF7	MDA-MB-468	BT-549	MDA-MB-231	MOLT-4
Cc1nnc(NC/C=C/c2ccccc2)s1	113	94&88	101&92	96&99	92&106	113&98	120&105	111&93
CC/C=C\C[C@H]1CC=C2C(=O)C=C[C@@H]2CC=CCCCC(=O)O[C@@H](CCCCC)CC=C2C(=O)C=C[C@@H]2CC=CCCCC(=O)O[C@@H](CCCCC)CC=C2C(=O)C=C[C@@H]2CC=CCCCC(=O)O[C@@H](CCCCC)CC=C2C(=O)C=C[C@@H]2CC=CCCCC(=O)O1	2.8*[7.9 µM]	7.5*[7.9 µM]	29[7.9 µM]	20[7.9 µM]	30[7.9 µM]	-17*[7.9 µM]	-11*[7.9 µM]	4.0*[7.9 µM]

Further compounds:
Molecule	SR	K-562	T-47D	MCF7	MDA-MB-468	BT-549	MDA-MB-231	MOLT-4
CCN(c1cc(-c2ccc(CN3CCC(/C=C/S(=O)(=O)c4ccccc4)CC3)cc2)cc(C(=O)NCc2c(C)cc(C)[nH]c2=O)c1C)C1CCOCC1	18	41	72	44	56	51	67	27
CC(=O)OC[C@@]12CC[C@]3(C)[C@H](CC[C@@H]4[C@@]5(C)CC=C(OC(C)=O)C(C)(C)[C@@H]5CC[C@]43C)[C@H]1[C@@H](C)C(C)=C(C(C)=O)C2	37	53	86	76	91	97	92	63
NC1=NC(=O)NCC1	84	98	104	98	98	96	102	97
COc1cc(C2C(C(=O)c3cccs3)=C(O)C(=O)N2CCN2CCOCC2)cc(OC)c1OC (stereo not drawn)	111	116	104	95	101	107	111	129
CCOC(=O)c1[nH]c2c(c1C)-c1[nH]c(=O)c(S(=O)(=O)c3ccccc3)cc1SC2	39[100 µM]	50[100 µM]	1.7*[100 µM]	28[100 µM]	24[100 µM]	33[100 µM]	26[100 µM]	57[100 µM]
CC(=O)Nc1ccc(-n2cnc3cc(-c4ccc(O)cc4)ccc32)cc1C(F)(F)F	16	25	20	18	8.2*	33	43	30
CCCCC(CC)COC(=O)/C=C/c1cccc2c1C(=O)NC(C)(c1cc3cc4ccccc4cc3oc1=O)N2 (stereo not drawn)	60	78	87	76	86	125	93	90
CN(C)CCCCC(C(=O)CBr)(c1ccccc1)c1ccccc1	8.4*	-7.1*	-54*	3.5*	-53*	24	38	0.3*
O=C(O)CCC1CCC(=O)O1 (stereo not drawn)	102	108	94	106	117	.	123	96
O=C(COc1cc(Cl)c(Cl)cc1Cl)OCCOc1cc(Cl)c(Cl)cc1Cl	110	95	78	93	98	122	112	101
CCOC(=O)N/N=C/C=N/NC(=O)OCC	.	118	104	98	98	105	104	120
CC(=O)N(N=Nc1ccccc1)c1cccc2ccccc12	74	89	85	77	85	69	78	77
CC(C)(C)NC(=O)NC(=O)CN1C(=O)NC(C)(c2ccc(Cl)cc2Cl)C1=O (stereo not drawn)	111	136	84	87	93	90	111	152
CS(=O)(=O)c1ccc(-c2cc3c(oc2=O)-c2ccccc2OC3O)cc1 (stereo not drawn)	103	81	90	85	92	107	99	86
Cc1nc(OCc2ccccc2)c(C#N)c2c1CCCC2	69	68	49	56	71	89	80	81
N#CCCN(CCO)c1ccccc1	86	98	92	94	97	92	106	90
N#C/C(=C\c1c(F)c(F)c(F)c(F)c1F)c1cc2ccccc2[nH]1	83	85	.	74	99	83	91	95
Cc1ccc(S(=O)(=O)c2nc(S(=O)(=O)NCc3ccccc3)sc2N2CCOCC2)cc1	97	95	92	92	93	85	99	92
COc1ccc2cc(C(=O)c3cn(-c4ccc(Cl)cc4)nc3C(C)=O)ccc2c1	47	.	86	39	98	87	94	72
CCCCOC(=O)/C=C\C(=O)NC(N)=O	-22*	82	60	81	.	63	75	65
N=c1c2c(-c3ccccc3)c(-c3ccccc3)oc2ncn1NC(=O)c1ccc(Cl)cc1	68	75	84	77	93	96	87	66
O=C(/C=C/c1ccccc1)Nc1ncc(Cc2ccccc2)s1	15	10	26	17	30	43	33	23
O=C1CSC(=S)N1/N=C\c1c(O)ccc2ccccc12	63	91	86	91	99	84	77	89
Nc1nn2c(C=O)c(-c3ccccc3)nc2s1	107	104	135	90	.	89	112	107
CC(C)C[C@@H]1c2c(O)c(C=O)c(O)c(C=O)c2O[C@@H](c2c(O)c(C=O)c(O)c(C=O)c2O)[C@H]1C(C)C	.	101	99	87	101	105	.	99
N=C1/C(=C/c2cc3ccccc3n3nnnc23)C(N)=NN1c1ccccc1	82	95	89	82	83	98	82	88
COc1cc(/C=N/N=C(N)N)cc(I)c1O	98	.	.	104	.	111	105	104
Cc1ccccc1-c1ccccc1	95	100	98	97	72	97	111	102
N#CCS(=O)(=O)CC#N	.	99	95	98	99	104	108	99
C=CCC(S(=O)(=O)CC)S(=O)(=O)CC	106	98	83	102	99	115	104	93

Single values from the entries so far.
CC(C)C(NC=O)C(=O)O (stereo not drawn) in MCF7 → 97
O=C(O)CCC1CCC(=O)O1 (stereo not drawn) in MCF7 → 106
CCOC(=O)c1[nH]c2c(c1C)-c1[nH]c(=O)c(S(=O)(=O)c3ccccc3)cc1SC2 in MCF7 → 28[100 µM]
CCN(c1cc(-c2ccc(CN3CCC(/C=C/S(=O)(=O)c4ccccc4)CC3)cc2)cc(C(=O)NCc2c(C)cc(C)[nH]c2=O)c1C)C1CCOCC1 in BT-549 → 51
COc1ccc(/C=N/NC(=O)c2ccc(-n3cc(-c4ccccc4)nn3)cc2)cc1OC in MOLT-4 → 96
CCCCOC(=O)/C=C\C(=O)NC(N)=O in SR → -22*
CCOC(=O)N/N=C/C=N/NC(=O)OCC in T-47D → 104

Carrying on:
Molecule	SR	K-562	T-47D	MCF7	MDA-MB-468	BT-549	MDA-MB-231	MOLT-4
CCCCOC(=O)c1ccc(O)c(OC)c1	135	119	100	97	104	96	83	131
C[C@]12CCC(=O)C=C1CCC1C2[C@@H](O)C[C@@]2(C)C1CC[C@]2(O)C(=O)CO (stereo partly drawn)	.	101	115	83	120	66	91	.
O=C(O)c1ccc(-n2cc(C(=O)O)c(-c3ccc(O)cc3)n2)cc1	67	71	90	88	108	91	90	90
COCC(=O)Nc1ccc(Cl)c(Cl)c1	104	101	103	95	110	85	106	98
COc1ccc(C2CC(c3c(O)cc(C)c(Cl)c3C)=NN2c2ccc(S(N)(=O)=O)cc2)cc1 (stereo not drawn)	41	44	62	72	92	119	71	37
S=c1oc(-c2cc(-c3ccccc3)nc3ccccc23)nn1CN1CCN(c2ccccc2)CC1	98	95	90	86	94	94	100	111
Nc1nc2nn(-c3ccccc3)nc2c(=O)[nH]1	.	.	100	98	87	.	100	102
Cc1nc2sc3c(c2c(C)c1Br)NC(c1ccccc1C(F)(F)F)NC3=O (stereo not drawn)	93	101	83	86	91	97	96	100
CN1C/C(=C\c2cc3ccccc3[nH]c2=O)C(=O)/C(=C/c2cc3ccccc3[nH]c2=O)C1	53	79	78	66	34	102	90	80
COc1cc2c(c(OC)c1OC)C(=O)CC(c1cccc(NC(=O)c3cc(NC(=O)[C@H](C)N)ccc3Cl)c1)O2 (stereo partly drawn)	9.4*	9.7*	19	14	9.2*	-5.6*	52	8.4*
Cn1cc(-c2nc(-c3c[nH]c4ncccc34)cs2)c2cccnc21	.	.	51	59	-6.4*	65	48	69
